# ABCB6 inh MLPCN – ABCB6 transporter inhibitors, primary screen, K562-ABCB6 cells, flow cytometry, MLPCN library; K562-ABCB6 porphyrin accumulation, 1 h; stronger effect = lower value; fluorescence ratio to DMSO, % at 10 µM; hit rate 0.19% among 360,000; ATP-binding cassette sub-family B member 6 (Homo sapiens), Q9NP58;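 active means fluorescence ratio to DMSO below 75%, the collection mean minus 3 SD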;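 further: signal is porphyrin accumulated inside mitochondria; 100% equals median channel fluorescence of DMSO control wells; lower ratio means ABCB6 inhibition with less porphyrin fluorescence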
# MC4R ag barr – MC4R agonists recruiting beta-arrestin, primary screen, cell-based, luminescence, agonist arm of biased-ligand search. U2OS MC4R beta-arrestin complementation; percent of melanotan II response, DMSO zero. activation, % at 8.9 µM. hit rate 0.98% among 360,000. Melanocortin receptor 4 (Homo sapiens), P32245. AID 540308, 2011;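 active means activation above a per-plate cutoff, the mean activation of sample wells on that plate plus 3 SD, cut at about 8% in these data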
# Glyco luc inh – increase of ERlucT glycosylation luciferase signal, primary screen, N-linked glycosylation inhibitor project, D54 ERlucT cells, luminescence, set 2. D54 ERlucT glycosylation luciferase reporter, 24 h; percent of 100 nM tunicamycin response. reporter increase, % at 12.5 µM. hit rate 0.23% among 360,000. AID 588692, 2011;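 active means mean luciferase reporter signal, scaled so untreated is 0 and the glycosylation-blocking control 100, at or above a set limit in every replicate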;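 further: luciferase carries N-glycosylation sites so blocking glycosylation raises the light; 0% = median of neutral control wells and 100% = median of 100 nM tunicamycin wells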
# NOD2 RIPK2 PPI – NOD2-RIPK2 binding disruptors in cells, primary screen, fluorescence, CHO cells, BLA complementation. Receptor-interacting serine/threonine-protein kinase 2 (Homo sapiens), O43353. CCF4 ratio. inhibition, % at 4.98 µM. hit rate 0.38% among 360,000; in the data active means inhibition above about 21%;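 further: 0% = vehicle only and 100% = reference blocker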
# MC4R antagonist – MC4R antagonists of cAMP signaling, primary screen, cell-based, TR-FRET, antagonist arm of biased-ligand search. MC4R-expressing cells, MTII-stimulated cAMP, LANCE TR-FRET. inhibition, % at 6.5 µM. hit rate 0.48% among 360,000;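 active means inhibition above its plate's cutoff, the mean of tested wells on that plate plus 3 SD, cut at about 29% in these data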;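 further: 0% = Melanotan II alone and 100% = Melanotan II plus saturating MCL0020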
#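 System – human MC4R-expressing U2OS cells · Also added – Melanotan II · Dosing – one concentration, 6.5 µM nominal · Timing – 30-min compound, 1-h challenge, 1-h detection, room temperature · Measured by – Eu-cAMP/anti-cAMP TR-FRET, emission 671 nm · Replicates – singlicate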
# NCOA2 inhibitor – inhibition of GAL4-SRC2 driven luciferase reporter, primary screen, SRC2 inhibitor project, cell-based, luminescence; Nuclear receptor coactivator 2 (Homo sapiens), Q15596; HEK293 GAL4-SRC2 luciferase reporter; inhibition, % at 9 µM; hit rate 0.17% among 370,000; AID 651957, 2012;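 active means inhibition above the mean inhibition of all tested compounds plus 3 SD, set per campaign, cut at about 52% in these data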;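 further: 0% = DMSO treated cells and 100% = cells given Gossypol at 36 µM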
# H9c2 protect – cardioprotection against H2O2-induced cell death, primary screen, uHTS, H9c2 cells, ATPLite luminescence | H9c2 cardiomyocytes, H2O2 injury protection, 2 h | protection from H2O2 cell death, % at 20 µM | hit rate 0.63% among 360,000 | AID 588492, 2011;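 active means compounds giving at least 50% protection of heart cells from peroxide-induced death in the single-dose screen, raw or plate-pattern-corrected value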;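 further: 0% = DMSO wells with peroxide and 100% = DMSO wells without peroxide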
# m5-HT2A agonist – mouse Htr2a agonists via beta-arrestin recruitment, primary screen, cell-based, luminescence | CHO-K1 mHTR2A beta-arrestin complementation; percent of 30 µM serotonin response | AID 624169, 2012 | activation, % at 7.6 µM | 5-hydroxytryptamine receptor 2A (Mus musculus), P35363 | hit rate 0.66% among 360,000;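 active means activation above a run cutoff, the mean activation of all tested compounds plus 3 SD, cut at about 14% in these data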;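 further: 0% = plate median of compound wells and 100% = 30 µM serotonin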
# TLR9-MyD88 inh – inhibitors of TLR9-MyD88 association in cells, primary screen, cell-based, CHO, BLA complementation, fluorescence; AID 504734, 2011; CCF4 FRET ratio; Toll-like receptor 9 (Homo sapiens) + Myeloid differentiation primary response protein …; inhibition, % at 4.98 µM; hit rate 0.21% among 340,000;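 active means inhibition above the mean over all tested compounds plus 3 SD, cut at about 21% in these data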;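 further: 0% = DMSO only wells and 100% = clavulanate BLA inhibitor control wells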
# Target sequence (Q99836 whole entry, looked up): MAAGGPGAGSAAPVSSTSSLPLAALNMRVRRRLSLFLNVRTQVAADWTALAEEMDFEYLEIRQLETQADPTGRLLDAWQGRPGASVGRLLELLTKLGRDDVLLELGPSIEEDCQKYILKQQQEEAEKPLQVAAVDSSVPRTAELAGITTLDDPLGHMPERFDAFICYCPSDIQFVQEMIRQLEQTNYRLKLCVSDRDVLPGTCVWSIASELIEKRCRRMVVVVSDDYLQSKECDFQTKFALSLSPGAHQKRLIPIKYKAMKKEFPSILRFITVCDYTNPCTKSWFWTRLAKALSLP
# Target sequence (Q9NR96 whole entry, looked up): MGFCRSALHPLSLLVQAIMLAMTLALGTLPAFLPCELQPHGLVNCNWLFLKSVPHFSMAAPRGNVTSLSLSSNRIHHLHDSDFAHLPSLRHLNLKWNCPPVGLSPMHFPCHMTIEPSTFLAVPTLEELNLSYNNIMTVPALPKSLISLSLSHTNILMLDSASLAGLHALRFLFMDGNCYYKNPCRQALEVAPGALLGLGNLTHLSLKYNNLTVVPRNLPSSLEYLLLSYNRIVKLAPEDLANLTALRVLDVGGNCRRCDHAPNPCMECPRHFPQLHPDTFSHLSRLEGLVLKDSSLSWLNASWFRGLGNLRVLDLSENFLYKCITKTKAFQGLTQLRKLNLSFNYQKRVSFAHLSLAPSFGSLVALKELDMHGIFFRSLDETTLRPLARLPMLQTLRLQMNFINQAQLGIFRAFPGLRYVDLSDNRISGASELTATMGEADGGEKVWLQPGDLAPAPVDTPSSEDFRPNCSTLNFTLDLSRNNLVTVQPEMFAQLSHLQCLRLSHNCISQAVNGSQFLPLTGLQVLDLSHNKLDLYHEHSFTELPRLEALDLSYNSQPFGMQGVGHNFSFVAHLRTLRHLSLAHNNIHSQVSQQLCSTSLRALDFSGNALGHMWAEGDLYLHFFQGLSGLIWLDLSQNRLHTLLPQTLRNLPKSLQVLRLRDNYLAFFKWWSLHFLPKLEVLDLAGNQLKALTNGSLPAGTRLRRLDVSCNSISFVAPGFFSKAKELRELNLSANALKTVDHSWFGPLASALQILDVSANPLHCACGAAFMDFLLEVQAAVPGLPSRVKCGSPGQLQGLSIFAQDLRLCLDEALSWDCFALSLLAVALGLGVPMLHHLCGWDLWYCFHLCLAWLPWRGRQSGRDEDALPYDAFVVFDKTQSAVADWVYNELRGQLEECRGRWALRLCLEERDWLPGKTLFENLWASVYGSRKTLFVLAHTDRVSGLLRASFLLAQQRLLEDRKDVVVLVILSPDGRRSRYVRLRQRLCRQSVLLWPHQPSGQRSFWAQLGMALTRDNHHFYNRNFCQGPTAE
# ABHD5-PLIN5 inh – ABHD5-PLIN5 interaction inhibitors, primary screen, cell lysate, split luciferase complementation, luminescence; Perilipin-5 (Homo sapiens) + 1-acylglycerol-3-phosphate O-acyltransferase ABHD5 (Homo …; Split G. princeps luciferase complementation, 4 h; inhibition, % at 4 µM; hit rate 0.78% among 360,000;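 active means inhibition above the mean inhibition across every tested compound plus 3 SD, cut at about 22% in these data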;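 further: 0% = DMSO only wells and the 100% control is not disclosed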
# Starred values were filed as active, the others as inactive; · = no result given. The list is partial; rates above refer to the full screens.
SMILES,ABCB6 inh MLPCN,MC4R ag barr,Glyco luc inh,NOD2 RIPK2 PPI,MC4R antagonist,NCOA2 inhibitor,H9c2 protect,m5-HT2A agonist,TLR9-MyD88 inh,ABHD5-PLIN5 inh
CC(c1ccco1)N(C(=O)c1cccs1)c1ccccn1 (configuration not stated),97,-1.9,-2,3,1,2,-6,9,5,3
Cc1cccc(C)c1NC(=S)Nc1ccc(Cl)c(Cl)c1,100,2.2,-2,1,24,4,-6,-3,-2,-1
O=C(NCCCN1CCOCC1)C1(c2ccccc2)CCCC1,97,-0.3,2,-9,4,-11,8,3,0,1
CCOc1ccc(NC(=O)c2ccco2)cc1,84,0.1,-14,2,3,-6,-13,-1,7,0
COCCCn1cc(CN2CC(N3CCN(C4CCN(C)CC4)CC3)CS2(=O)=O)nn1 (configuration not stated),102,·,·,-15,·,-7,·,5,·,0
COc1ccc(C2C(CC(=O)O)=C(Nc3ccccc3)C(=O)N2c2ccccc2)cc1 (configuration not stated),114,0.1,2,-10,10,-44,-1,-4,-9,-1
COc1ccc(N2CCN(C(=O)c3ccc4[nH]c(C)c(C)c4c3)CC2)cc1,91,-2.2,0,1,-1,-16,9,-5,-2,-2
COC(=O)c1cc(C(=O)c2cc(F)ccc2O)cn2c(=O)c3c(C)c(C)sc3nc12,102,-0.5,3,-2,13,5,28,9,3,1
CCn1nnc(NC(=O)c2cccc(-c3cc4ccccc4oc3=O)c2)n1,102,-1.9,1,-10,3,-26,11,2,6,-5
COCCNC(=O)C(=O)Nc1ccc(Cl)cc1C,98,-4.1,1,-6,1,-34,11,-3,-6,2
O=C(CN1CCN(c2cccc(C(F)(F)F)c2)CC1)N(C1CCCC1)C1CCS(=O)(=O)C1 (configuration not stated),96,-0.5,-1,-14,-1,7,-6,2,-5,-1
CCOC(=O)c1[nH]c(C)c(C(=O)OCC(=O)NCc2ccc(Cl)cc2)c1C,98,-3.4,0,0,-2,12,-3,-4,14,-12
CCOc1cc(/C=N/NC(=O)c2ccccc2OCc2ccc(F)cc2)ccc1O,92,-1.8,1,-18,9,3,43,-8,-3,-1
CCC(O)C1CCN(C(=O)c2cc(COc3ccc(F)cc3F)on2)CC1 (configuration not stated),97,0.3,-1,-11,2,-4,-2,0,6,4
CCC(=O)N1CCn2c1nc1ccccc12,91,-1.5,0,3,-3,-22,5,0,-5,1

# The last 2 records of the section before are carried over, then new ones follow:
SMILES,ABCB6 inh MLPCN,MC4R ag barr,Glyco luc inh,NOD2 RIPK2 PPI,MC4R antagonist,NCOA2 inhibitor,H9c2 protect,m5-HT2A agonist,TLR9-MyD88 inh,ABHD5-PLIN5 inh
CCC(O)C1CCN(C(=O)c2cc(COc3ccc(F)cc3F)on2)CC1 (configuration not stated),97,0.3,-1,-11,2,-4,-2,0,6,4
CCC(=O)N1CCn2c1nc1ccccc12,91,-1.5,0,3,-3,-22,5,0,-5,1
O=C(COC(=O)CCC(=O)c1ccc(F)cc1)NCc1ccccc1Cl,102,-1.5,1,0,2,-9,-2,2,12,8
CC(=O)c1cc(F)c(N2CCN(CCC#N)CC2)cc1C,102,-0.4,1,5,1,-15,-1,3,-4,-4
CC(C)CN1CCC(=O)N([C@H](CSc2ccccc2)Cc2ccccc2)CC1,93,0.9,-3,-7,1,-1,25,4,3,2
N#Cc1ccc(-c2ccc(F)cc2)nc1Sc1ccccc1,104,3.2,1,-4,-6,-20,-7,-2,3,0
COc1ccc(-c2cc(C(=O)Nc3ccc(C(N)=O)cc3)c3ccccc3n2)cc1,96,1.3,-11,4,5,-18,-10,0,0,9
C/C(=N\NC(=O)Cc1ccccc1[N+](=O)[O-])c1cccnc1,100,-2.4,0,-2,0,-16,3,-4,-3,-6
CC(=O)c1cccc(S(=O)(=O)NC2CCSc3ccccc32)c1 (configuration not stated),94,1.3,-1,4,-4,-17,-4,2,-4,-12
CCN1CCN(CCNC(=O)CCc2c(C)c3c(C)nn(-c4ccccc4)c3n(C)c2=O)CC1,93,-1.8,-8,4,11,·,5,10,-5,1
CCc1nc2ccc(C(=O)Nc3cc(-c4ccccc4)ccc3OC)cn2c1N(CC)CCN(C)C,100,-1.1,-4,5,2,-4,-22,-8,·,2
CCn1nnc(NC(=O)c2ccc(Br)o2)n1,95,1.1,1,-3,-1,-24,-12,-8,0,-8
Cc1occc1-c1nnc(SCC(=O)c2ccc(F)cc2)o1,95,-0.3,-2,3,10,-46,7,-4,-6,-10
CN(C)C(CNC(=O)c1cnc(Cl)c(Cl)c1)c1ccccc1 (configuration not stated),94,-0.9,-1,3,13,-18,3,-6,2,3
CCC(=O)Nc1ccc(C(=O)COC(=O)CCN2C(=O)C3CC=CCC3C2=O)cc1 (configuration not stated),98,-2.0,2,3,5,-27,8,-4,0,11
C/C(=N/Nc1nc(C)c(C)s1)c1cccc([N+](=O)[O-])c1,97,-0.6,1,-1,-8,-49,26,2,-3,-6
CC(NC(=O)COC(=O)COc1cccc2c1OC(C)(C)C2)c1ccccc1 (configuration not stated),99,-2.6,2,-8,-1,6,0,9,1,1
COc1ccc(NC(=O)Nc2cnccn2)c(OC)c1,100,-0.2,3,-7,9,-12,-7,6,4,4
CCc1ccccc1Oc1nc(NCCOC)nc2cc(-c3ccccc3)sc12,94,-1.9,-6,-7,11,-8,-12,2,·,-7
CNC(=S)Nc1ccc(C)c(NC(=S)NC)c1,100,-2.1,3,11,8,-6,0,3,14,-9
CC(C)(C)NC(=O)CCCSc1nc2ccccc2s1,92,2.7,-4,-6,17,-43,-18,2,-6,2
Cc1cc(C)c(S(=O)(=O)N2CCN(C(=O)N3CCOCC3)CC2)c(C)c1,99,0.1,0,-12,-2,17,1,3,0,2
Cc1cccc(CN2C(=O)/C(=C\c3ccc(C(=O)NCCN4CCOCC4)cc3)Sc3ccccc32)c1,98,4.3,-3,10,5,·,45,-4,-3,7
Cn1c(=O)c2cccnc2c(=O)n1C,98,-0.7,0,1,-2,-9,1,-3,1,5
COC(C[C@H](O)CC(=O)COCc1ccccc1)OC,99,-0.2,0,-4,-2,2,-1,2,-7,-1
O=C(CSC(=S)N1CCOCC1)Nc1nc(-c2ccccc2)c(-c2ccccc2)o1,97,0.0,-1,-7,16,11,18,3,2,-1
Cc1ccccc1C(=O)NC(=S)Nc1ccc(S(=O)(=O)N2CCN(C)CC2)cc1,98,-1.8,-1,4,22,-7,-10,-8,-14,-1
CCCCCCn1c(SCCN2CCOCC2)nc2c1c(=O)[nH]c(=O)n2C,102,-1.6,3,-5,4,-5,0,0,2,-2
CCOC(=O)C1(Cc2cccc(Cl)c2)CCCN(C(=O)CCSC)C1 (configuration not stated),97,-1.9,2,12,3,-11,4,-6,-15,-1
O=C(Nc1ccc(F)cc1)Nc1cccc(Br)c1,96,1.8,-3,-4,-1,-18,-28,-1,·,-11
COc1ccc(CCNC(=O)c2ccc(N(C)S(=O)(=O)c3ccc(C)cc3)cc2)cc1OC,100,0.5,-3,-1,18,7,-2,3,-12,1
Cc1cccc(OCCSc2nnc(-c3ccoc3C)n2C)c1,102,-0.6,5,3,5,8,-6,-1,2,0

# Sorted by heavy-atom count (descending): 4 of the compounds above.
SMILES,ABCB6 inh MLPCN,MC4R ag barr,Glyco luc inh,NOD2 RIPK2 PPI,MC4R antagonist,NCOA2 inhibitor,H9c2 protect,m5-HT2A agonist,TLR9-MyD88 inh,ABHD5-PLIN5 inh
O=C(CSC(=S)N1CCOCC1)Nc1nc(-c2ccccc2)c(-c2ccccc2)o1,97,0.0,-1,-7,16,11,18,3,2,-1
CCc1ccccc1Oc1nc(NCCOC)nc2cc(-c3ccccc3)sc12,94,-1.9,-6,-7,11,-8,-12,2,·,-7
O=C(Nc1ccc(F)cc1)Nc1cccc(Br)c1,96,1.8,-3,-4,-1,-18,-28,-1,·,-11
Cn1c(=O)c2cccnc2c(=O)n1C,98,-0.7,0,1,-2,-9,1,-3,1,5

# Further entries follow:
SMILES,ABCB6 inh MLPCN,MC4R ag barr,Glyco luc inh,NOD2 RIPK2 PPI,MC4R antagonist,NCOA2 inhibitor,H9c2 protect,m5-HT2A agonist,TLR9-MyD88 inh,ABHD5-PLIN5 inh
c1ccc(OCc2nc3ccccc3s2)cc1,101,-1.9,-8,-7,-7,-35,-9,1,0,-5
CCOC(=O)C1CCN(C(=O)c2ccc(N3CCOCC3)c([N+](=O)[O-])c2)CC1,94,-1.0,1,2,8,-31,7,-2,5,9
c1ccc(COCCCn2cc(-c3ccccc3)nn2)cc1,107,-0.1,3,3,6,-16,8,2,-2,-2
Cc1noc(C)c1S(=O)(=O)N1CCC(C(=O)N2CCC(C)CC2)CC1,93,1.2,5,-4,-5,-16,-10,5,2,0
O=C(O)C1CCCCN1S(=O)(=O)c1ccc2ccccc2c1 (configuration not stated),101,-0.6,0,-3,6,-3,8,-2,6,6
C=CCOC(=O)C1=C(C)N=C2SCCC(=O)N2C1c1cccs1 (configuration not stated),93,2.1,-3,-13,13,-28,18,6,-9,-9
Cc1nc2c(-c3ccccc3)c(C)nn2c(C)c1CCC(=O)O,105,-0.9,2,8,5,-1,-4,-2,14,0
CC(C)(C)C(=O)O/N=C1\CCS(=O)(=O)c2sccc21,99,-3.0,1,3,-2,-23,12,-2,-3,-5

# Compound activity as filed in PubChem.
